RAD54 inh: inhibitors of human RAD54 branch migration. Q92698. RAD54 Holliday junction branch migration, FAM/BHQ fluorescence. inhibition, % at 10.4 µM. hit rate 0.14% among 360,000;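 active = mean normalized replicate activity at least 40 and at least half of replicates scoring 40 or more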;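 also: 0% = median of neutral control wells and 100% = median of positive control wells; inhibitors cause a drop in the FAM fluorescence signal; in these data hits start at about 50%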
PglD inh: inhibitors of Campylobacter jejuni PglD acetyltransferase. purified PglD enzyme, DTNB colorimetric CoA detection. inhibition, % at 12.5 µM. hit rate 0.098% among 360,000. AID 602405; in the data active = inhibition above about 16%, passing the limit was not always enough; also: strong numbers were not always called active
Casp6 inh: caspase-6 (human) enzyme inhibition; P55212; purified caspase-6, Z-VEID-R110 cleavage fluorescence; inhibition, % at 12.5 µM; hit rate 0.53% among 350,000;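 active = mean inhibition across replicates at least about 35%, with every replicate also reaching that limit, limit read from the data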;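 also: 0% = median of neutral control wells and 100% = no fluorescence left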
esBAF inh: SWI/SNF esBAF complex inhibition | reporter increase, % at 12.5 µM | mouse ES cells, Bmi1-luciferase knock-in reporter, 24 h; 100% = twice the neutral-well signal | AID 602393 | hit rate 2% among 350,000; in the data active = activation above about 40%;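 also: 0% = median of the plate's neutral control wells and 100% = double that signal; a rise in the Bmi1 reporter signal indicates esBAF inhibition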
ERp5 inh: ERp5 (human) disulfide isomerase inhibition | ERp5 insulin aggregation, absorbance 650 nm, 90 min | inhibition, % at 9.99 µM | Q15084 | hit rate 0.05% among 350,000;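 active = mean replicate inhibition above about 25%, with every replicate also reaching it, limit read from the data, passing the limit was not always enough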
E-selectin induc: E-selectin induction on HUVECs; HUVEC E-selectin immunofluorescence imaging; normalized: neutral wells 0, TNF-alpha wells 100; activation, % at 7.58 µM; hit rate 0.37% among 260,000; P16581;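 active = mean E-selectin-positive cell signal at least 10% of the positive control, reached in at least 60% of replicates, without over 20% cell loss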;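 also: in these data hits start at about 27%; measured in HUVEC primary endothelial cells; signal is the percent of cells scored E-selectin positive by PE staining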
Target sequence (P16581 whole entry, looked up): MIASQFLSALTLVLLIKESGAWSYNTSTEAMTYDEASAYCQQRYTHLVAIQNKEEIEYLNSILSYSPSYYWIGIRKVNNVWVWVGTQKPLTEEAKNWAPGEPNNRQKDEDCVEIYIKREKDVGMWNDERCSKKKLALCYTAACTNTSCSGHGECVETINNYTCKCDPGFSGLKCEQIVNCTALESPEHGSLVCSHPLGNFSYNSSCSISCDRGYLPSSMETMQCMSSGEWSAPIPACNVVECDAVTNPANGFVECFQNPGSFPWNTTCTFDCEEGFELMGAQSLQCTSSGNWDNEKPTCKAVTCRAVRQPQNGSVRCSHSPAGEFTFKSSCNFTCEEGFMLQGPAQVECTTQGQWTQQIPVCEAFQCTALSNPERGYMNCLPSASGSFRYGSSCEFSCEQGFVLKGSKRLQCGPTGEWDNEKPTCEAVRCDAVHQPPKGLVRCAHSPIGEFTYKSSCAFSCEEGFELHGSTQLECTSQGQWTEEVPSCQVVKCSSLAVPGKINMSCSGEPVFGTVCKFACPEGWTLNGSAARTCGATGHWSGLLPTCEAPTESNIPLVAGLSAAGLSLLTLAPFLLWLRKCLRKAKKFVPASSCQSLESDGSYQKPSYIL
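Test system – human umbilical vein endothelial cells (HUVEC), E-selectin induction · Input – 3,000 HUVEC seeded per well · Buffer or medium – EGM-2, gelatin · Compound dosing – single-point compound dose · Detection – immunofluorescence imaging · Measure – percent E-selectin-positive cells · Controls – TNF-alpha high, DMSO low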
RAD52 anneal inh: RAD52 (human) annealing inhibition. recombinant RAD52 DNA annealing, FRET fluorescence. AID 651710. P43351. hit rate 0.46% among 360,000. inhibition, % at 18.7 µM;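 active = every replicate showing at least 50% inhibition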
Target sequence (P43351 whole entry, looked up): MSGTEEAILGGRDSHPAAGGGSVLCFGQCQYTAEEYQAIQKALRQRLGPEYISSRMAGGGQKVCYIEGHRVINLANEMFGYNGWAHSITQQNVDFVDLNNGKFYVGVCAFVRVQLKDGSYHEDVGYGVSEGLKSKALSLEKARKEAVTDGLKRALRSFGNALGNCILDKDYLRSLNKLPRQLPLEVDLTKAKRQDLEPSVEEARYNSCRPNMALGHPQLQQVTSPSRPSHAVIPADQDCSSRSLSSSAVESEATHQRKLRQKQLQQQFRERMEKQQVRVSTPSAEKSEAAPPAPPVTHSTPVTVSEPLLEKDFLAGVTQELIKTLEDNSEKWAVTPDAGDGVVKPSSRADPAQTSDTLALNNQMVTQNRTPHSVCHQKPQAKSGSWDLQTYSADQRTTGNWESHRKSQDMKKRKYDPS
ARNT TACC3 PPI: disruptors of human ARNT/TACC3 interaction | AlphaScreen His-ARNT PAS-B/GST-TACC3 binding, luminescence; TACC3 fragment carries E629A point mutation | inhibition, % at 9.99 µM | hit rate 0.66% among 390,000;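 active = mean inhibition of replicates at least 50% and at least half of replicates each reaching 50%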;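 also: 0% = complete ARNT plus TACC3 wells and 100% = ARNT alone without TACC3; many hits fall short of the cut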
* = called active by the depositor; / = no result given; & = joins results of further samples.

SMILES	RAD54 inh	PglD inh	Casp6 inh	esBAF inh	ERp5 inh	E-selectin induc	RAD52 anneal inh	ARNT TACC3 PPI
COC(=O)C1=C(C(=O)OC)[C@]2([C@H]3CCCCN[C@@H](Cc4ccccc4)C(=O)N3Cc3ccccc3)C=C[C@H]1O2	9	3	-6	3	-4	-0.3	-41	-2
CC(C)Cn1c(SCC(=O)c2c(N)n(C)c(=O)n(C)c2=O)nc2ccccc21	-6	-6	/	14	/	/	/	-2
C[C@@H]1CN([C@@H](C)CO)C(=O)c2cccc(NC(=O)Nc3ccc4c(c3)OCO4)c2O[C@H]1CN(C)S(=O)(=O)c1ccccc1	4	4	-1	-6	-10	0.0	3	4
COc1cccc(/C=N\NC(=O)c2ccc(C)nc2)c1	0	0	-1	23	0	/	-8	-3
CC(=O)Nc1ccc(S(=O)(=O)NCc2ccc(C(=O)NCCN(C)Cc3ccccc3)cc2)cc1	-1	2	-3	-1	-5	0.8	-7	/
CCC1(c2ccc(F)cc2)NC(=O)N(CC(=O)Nc2cccc(S(=O)(=O)N3CCCC3)c2)C1=O (centres undefined)	-11	-1	0	3	0	-1.9	-7	2
Cc1ccc(S(=O)(=O)CCC(=O)N2CCN(c3ccccc3O)CC2)cc1	1	3	1	2	1	-0.4	-28	/
c1ccc(CN2CCN(Cc3c[nH]c4ccccc34)CC2)cc1	-4	-1	-1	12	2	0.0	-7	-9
C[C@@H]1CN(c2ccc(N3CCNC[C@@H]3C)cc2C#N)C[C@H](C)O1	/	/	0	/	5	0.2	-4	/
COc1ccc(/C=N/N=C/c2ccc(OC)c(OC)c2)cc1OC	-3	-6	/	-4	/	/	/	4
C[C@H]1CN([C@@H](C)CO)C(=O)CCCn2nncc2CO[C@H]1CN(C)S(=O)(=O)c1ccccc1	-7&-5&-14	-2&1&-2	-3&-1&4	-4&0&-3	-4&1&1	-0.1&0.1	-9&9&1	-2&-5
Cc1ccc(S(=O)(=O)CC(=O)NCc2ccccc2)cc1	-2	-5	6	-3	-6	-0.7	-14	-4
COc1ccc(CN(C)C[C@H]2Oc3ccc(NC(=O)CCN4CCOCC4)cc3C(=O)N([C@@H](C)CO)C[C@@H]2C)cc1	13	1	2	3	-5	3.0	-27	/
C[C@H]1CN([C@@H](C)CO)S(=O)(=O)c2ccc(C3=CCCC3)cc2O[C@H]1CN(C)C(=O)Cc1ccncc1	-6	0	-3	2	-1	0.5	-25	0
NC(Cc1ccc(C(F)(F)F)cc1)c1csc(NC(=O)Nc2ccccc2Oc2ccccc2)n1 (centres undefined)	-8	-2	-3	-88	7	0.2	-25	/
Cc1noc(C)c1NC(=O)Nc1ccc2c(c1)C(=O)N([C@@H](C)CO)C[C@H](C)[C@@H](CN(C)C(=O)NC(C)C)O2	3	8	1	-2	-1	-0.1	4	-4
CS(=O)(=O)Nc1ccc(-c2nnc3n2CCCCC3)cc1	-5	2	-6	0	2	0.0	0	-5
CC1=CCC2C(=O)N(c3ccc(OC(=O)c4ccco4)cc3)C(=O)C2C1 (centres undefined)	4	-1	-2	-5	-3	2.4	-14	-2
CCN(CC)S(=O)(=O)c1ccc(OCC(=O)NC2CCS(=O)(=O)C2)c([N+](=O)[O-])c1 (centres undefined)	/	/	4	/	7	/	-6	-9
COc1ccc(NC(=O)N(C)C[C@@H]2Oc3ccc(NC(=O)CCC(F)(F)F)cc3CC(=O)N([C@@H](C)CO)C[C@@H]2C)cc1	-7	-3	1	-8	3	-0.1	2	0
Nc1c(CO)nnn1-c1ccccc1	6	-1	/	/	/	14	/	1
CCOC(=O)C1=NNC(C(=O)O)C1c1ccccc1 (centres undefined)	/	/	2	/	0	1.8	-1	-11
Oc1ccc(Br)cc1CN1CCCCCCC1	8	4	/	7	/	/	/	-1
O=C(c1ccc(F)cc1)N1CC(=O)N2[C@H](CO)[C@H](c3ccc(-c4ccccc4F)cc3)[C@@H]2C1	/	/	-3	/	4	0.3	7	/
Cc1ccccc1-c1nc(CS(=O)CC(=O)NC2CCCC2)c(C)o1 (centres undefined)	-5	5	5	-7	4	0.2	-6	1

Results in PglD inh (7 entries from above):
SMILES,PglD inh
C[C@H]1CN([C@@H](C)CO)C(=O)CCCn2nncc2CO[C@H]1CN(C)S(=O)(=O)c1ccccc1,-2&1&-2
C[C@@H]1CN([C@@H](C)CO)C(=O)c2cccc(NC(=O)Nc3ccc4c(c3)OCO4)c2O[C@H]1CN(C)S(=O)(=O)c1ccccc1,4
COC(=O)C1=C(C(=O)OC)[C@]2([C@H]3CCCCN[C@@H](Cc4ccccc4)C(=O)N3Cc3ccccc3)C=C[C@H]1O2,3
Oc1ccc(Br)cc1CN1CCCCCCC1,4
CC(C)Cn1c(SCC(=O)c2c(N)n(C)c(=O)n(C)c2=O)nc2ccccc21,-6
COc1cccc(/C=N\NC(=O)c2ccc(C)nc2)c1,0
CCC1(c2ccc(F)cc2)NC(=O)N(CC(=O)Nc2cccc(S(=O)(=O)N3CCCC3)c2)C1=O (centres undefined),-1

The list continues.
SMILES	RAD54 inh	PglD inh	Casp6 inh	esBAF inh	ERp5 inh	E-selectin induc	RAD52 anneal inh	ARNT TACC3 PPI
Cc1ccc2cc(C#N)c(NCCCNC(=O)C3CCCO3)nc2c1 (centres undefined)	2	4	/	6	/	/	/	1
CO[C@H]1CN(C)C(=O)c2ccc(NC(C)=O)cc2OC[C@@H](C)N(C(=O)CC2CC2)C[C@H]1C	-3	2	10	-5	2	0.2	4	4
COc1ccc(S(=O)(=O)N2CCCN(S(=O)(=O)c3ccc(OC)c(C)c3)CC2)cc1C	-6	1	2	-5	0	/	3	-9
CCCNC(=O)Nc1ccc2c(c1)C(=O)N(C)[C@H]1CC[C@H](CC(=O)NCc3ccccc3)O[C@H]1CO2	-10	10	/	7	4	0.0	8	/
N#C/C(=C\c1c[nH]c2ccc(Br)cc12)c1ccccn1	-5	-4	2	4	1	0.6	-22	-32
O=C1CCC(C(=O)OCc2nnc(-c3ccccc3)o2)=NN1	-1	3	3	/	-1	/	-2	-2
CC(=O)c1ccc(N2CCN(S(=O)(=O)c3ccc(-c4cc(C)no4)s3)CC2)cc1	9	0	0	9	0	0.2	-18	4
O=C(c1ccccc1F)N1CC2(C1)[C@@H](c1ccccc1)[C@@H](CO)N2CC1CCOCC1	/	/	1	/	-5	-0.2	5	/
O=Cc1cccn1Cc1ccc(Cl)cc1Cl	-2	-6	/	5	/	/	/	0
C[C@@H](C(=O)NNC(=O)c1ccc(Cl)cc1)N1C(=O)C2CC=CCC2C1=O (some centres undefined)	7	4	2	-1	2	-0.1	1	24
CN(C)/C=C/C(=O)c1ccccc1	-3	-2	-2	/	-4	/	-13	7
CCCNC(=O)N1[C@@H]2CN(C(=O)C3CCC3)c3ccccc3[C@@H]2[C@@H]1CO	-24	0	-1	2	-3	-0.3	5	-6
CCOC(=O)[C@]12CCCC=C1N(Cc1ccccc1)C(=O)[C@H](CC(=O)NCc1ccc(OC)c(OC)c1)C2	/	/	-1	/	0	4.2	-2	/
CCOC(=O)C1(Cc2cccc(OC)c2)CCN(Cc2cccc(OCC)c2O)CC1	13	-4	-1	-29	2	/	-5	1
COc1cc(NC(=O)C2CCCN(S(=O)(=O)c3cccc4nsnc34)C2)cc(OC)c1 (centres undefined)	-11	7	/	7	/	/	/	3
NC1=NC(c2ccccc2)CC(=O)N1 (centres undefined)	-4	-6	-1	-1	5	/	-9	-13
COCC(=O)NC[C@@H]1[C@@H](c2ccc(C3=CCCC3)cc2)[C@H](CO)N1C(=O)C1CC1	-2	3	/	-4	/	0.1	/	-7
Cc1ccc(S(=O)(=O)Nc2ccc3c(c2)C(=O)N(C)[C@H]2CC[C@@H](CC(=O)NCCc4ccncc4)O[C@H]2CO3)cc1	3	-3	0	5	2	0.1	4	0
O=C1CN(C(=S)NC(=O)c2ccccc2[N+](=O)[O-])CCN1	-10	7	1	/	10	-0.2	1	/
NC(=S)NNc1c(F)c(F)c(F)c(F)c1F	/	/	7	/	-4	/	-19	1
Cc1[nH]cnc1C(=O)N/N=C/c1ccc([N+](=O)[O-])s1	2	-15	3	-60	1	24	-8	18
COc1ccc(C(NC(C)=O)c2cc(Cl)c3cccnc3c2O)cc1OC (centres undefined)	/	/	1	/	4	4.0	-18	-5
Cc1cccc(C(=O)NNC(=O)C2CCN(C(=O)OC(C)(C)C)CC2)c1	-6	-1	0	-4	1	0.0	2	-2
CCS(=O)(=O)N1CC2(CN(C(=O)Cc3ccccn3)[C@@H](CO)c3[nH]c4cc(OC)ccc4c32)C1	/	/	-2	/	1	0.5	-11	/
O=C(COc1ccc(Cl)cc1Cl)NNC(=S)Nc1ccc(F)cc1	3	-2	3	-7	-3	/	-15	10

Following part.
SMILES	RAD54 inh	PglD inh	Casp6 inh	esBAF inh	ERp5 inh	E-selectin induc	RAD52 anneal inh	ARNT TACC3 PPI
COc1ccc(C(=O)Nc2ccc(F)cc2F)cc1	8	2	-2	18	-3	/	-10	-3
CCN1CCN(c2ccc(NC(=O)c3ccc(OC)c(S(=O)(=O)N4CCCC4)c3)cc2)CC1	-3	-2	-15	4	3	1.0	-10	4
O=C1OCC(c2ccc(Cl)s2)=C1c1ccccc1[N+](=O)[O-]	-8	-4	0	0	1	0.3	-9	5
COc1ccc(C(=O)NC(=S)NNC(=O)CCc2ccccc2)cc1	-4	-1	3	51*	-2	/	-6	9
CC[C@@H]1C(c2ccc(F)cc2)=NN(c2ccc(Br)cc2)[C@H]1C(=O)N1CCOC1=O	-4	-4	0	-3	4	0.8	-3	0
O=C(O)CNC(=O)CCn1nnc2ccccc2c1=O	8	-9	1	-2	3	0.0	-10	-13
O=C(NNC(=O)c1ccccc1F)c1ccc(Cl)c(S(=O)(=O)N2CCOCC2)c1	1	-1	2	1	0	-0.2	12	21
CC(=O)Nc1cccc(-c2ccnc3c2CC(C)(C(=O)NCCc2ccccc2)O3)c1 (centres undefined)	-7	-11	1	9	8	1.1	3	/
CCCc1noc2c1/C(=N\O)CC(c1ccccc1)C2 (centres undefined)	-5	3	/	22	/	/	/	-6
C[C@H](CO)N1C[C@H](C)[C@@H](CN(C)S(=O)(=O)c2ccccc2)OCCCC[C@H](C)Oc2ccc(NS(=O)(=O)c3cccs3)cc2C1=O	-4	4	-1	11	7	/	-20	2
CCc1nnc(NS(=O)(=O)c2ccc(NC(=S)NC(=O)/C=C/c3cccs3)cc2)s1	/	/	15	/	-1	0.4	-13	/
O=C(C[C@@H]1C[C@H]2c3cc(NC(=O)C4CCC4)ccc3O[C@H]2[C@@H](CO)O1)NCc1cccc(F)c1	4	1	5	-4	2	0.1	2	24
CCC(=O)Nc1ccc2c(c1)C(=O)N(C)C[C@H](OC)[C@@H](C)CN(CC1CC1)[C@H](C)CO2	-10	-2	-1	-1	-3	-0.1	-3	-1

Copied from the results shown (2 entries):
SMILES	RAD54 inh	PglD inh	Casp6 inh	esBAF inh	ERp5 inh	E-selectin induc	RAD52 anneal inh	ARNT TACC3 PPI
COc1ccc(C(=O)Nc2ccc(F)cc2F)cc1	8	2	-2	18	-3	/	-10	-3
CCN1CCN(c2ccc(NC(=O)c3ccc(OC)c(S(=O)(=O)N4CCCC4)c3)cc2)CC1	-3	-2	-15	4	3	1.0	-10	4

Bioassay records from PubChem BioAssay.
